# Bioassay records deposited in PubChem BioAssay by several laboratories.
# Tat transport = E. coli Tat transport inhibition; inhibition, % at 10 µM; E. coli MC4100 TorA-mCherry Tat export, fluorescence; actives 0.036% (n = 340,000);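 active = mean replicate inhibition at least 50% and at least half of replicates individually reaching 50%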;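 note: exported cargo escapes ClpAP degradation while cytoplasmic cargo is degraded and loses fluorescence; 0% = median of neutral control wells and 100% = median of NaSCN control wells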
# CAL PDZ inh = human CAL PDZ-peptide interaction inhibition; actives 0.02% (n = 330,000); purified CAL PDZ, TMR-peptide fluorescence polarization, 1 h; inhibition, % at 20 µM; Q9HD26;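 active = highest replicate inhibition of at least 40%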;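 note: plate controls were DMSO neutral control wells for no effect and unlabeled competitor peptide control wells for full effect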
#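 Test system: purified CerCALP PDZ construct; Compound dosing: one concentration, 20 µM compound; Also added: TMR-labelled reporter peptide T*-PRC34 bound in PDZ groove; Read-out: inhibition from polarization loss; Controls: unlabelled peptide and DMSO controls; Signal: FP readout, S and P plane fluorescence; Incubation: 1 h at RT.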
# DAGLB inh = diacylglycerol lipase beta (human) inhibition | inhibition, % at 5.17 µM | AID 504411 | Q8NCG7 | actives 0.059% (n = 340,000) | HEK293T DAGLB membrane lysate, EnzChek fluorogenic substrate; in the data active = inhibition above about 34%;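 note: 0% = enzyme with vehicle and 100% = wells lacking enzyme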
# Target sequence (Q8NCG7 whole entry, looked up): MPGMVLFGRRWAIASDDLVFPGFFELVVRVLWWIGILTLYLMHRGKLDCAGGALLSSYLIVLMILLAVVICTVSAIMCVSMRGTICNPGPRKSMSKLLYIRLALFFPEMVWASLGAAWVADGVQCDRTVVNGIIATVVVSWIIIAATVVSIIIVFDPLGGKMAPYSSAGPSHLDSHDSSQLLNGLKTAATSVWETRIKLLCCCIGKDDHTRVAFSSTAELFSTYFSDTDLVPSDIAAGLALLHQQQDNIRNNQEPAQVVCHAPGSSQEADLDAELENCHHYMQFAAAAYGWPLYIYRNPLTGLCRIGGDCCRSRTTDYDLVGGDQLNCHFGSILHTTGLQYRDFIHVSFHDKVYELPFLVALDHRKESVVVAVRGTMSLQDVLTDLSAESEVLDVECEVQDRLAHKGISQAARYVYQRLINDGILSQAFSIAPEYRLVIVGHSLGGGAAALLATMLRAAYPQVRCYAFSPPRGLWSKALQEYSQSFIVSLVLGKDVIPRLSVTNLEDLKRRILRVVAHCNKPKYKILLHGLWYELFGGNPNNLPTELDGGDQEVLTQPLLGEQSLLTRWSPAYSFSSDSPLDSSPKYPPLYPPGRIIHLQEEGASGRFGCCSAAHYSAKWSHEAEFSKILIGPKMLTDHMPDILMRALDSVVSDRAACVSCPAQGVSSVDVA
# Ecoli viability = bacterial growth inhibition, counter-screen for AddAB inhibitors | E. coli V3065 growth, OD600 absorbance, 18 h | inhibition, % at 11.9 µM | actives 0.27% (n = 330,000);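 active = inhibition above the campaign's mean inhibition across all tested compounds plus 3 SD, cut at about 9.9% in these data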;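 note: uninfected addAB+ strain grown without phage in ampicillin broth; 0% = DMSO wells and 100% = ciprofloxacin 0.95 µg/ml wells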
# PvdQ acylase = P. aeruginosa PvdQ acylase inhibition; purified PvdQ acylase, fluorescence plate reader; inhibition, % at 10 µM; actives 0.063% (n = 340,000); in the data active = inhibition above about 30%, passing the limit was not always enough;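 note: 0% = vehicle neutral wells and 100% = reference inhibitor wells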
# Rtt109 Vps75 = blocks Candida albicans Rtt109/Vps75 acetyltransferase activity. Q5AAJ8. purified Rtt109/Vps75, ThioGlo CoA-SH fluorescence, 4 h. inhibition, % at 34.9 µM. actives 0.16% (n = 330,000). AID 540336;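 active = inhibition of at least 50% in every replicate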
# Target sequence (Q5AAJ8 whole entry, looked up): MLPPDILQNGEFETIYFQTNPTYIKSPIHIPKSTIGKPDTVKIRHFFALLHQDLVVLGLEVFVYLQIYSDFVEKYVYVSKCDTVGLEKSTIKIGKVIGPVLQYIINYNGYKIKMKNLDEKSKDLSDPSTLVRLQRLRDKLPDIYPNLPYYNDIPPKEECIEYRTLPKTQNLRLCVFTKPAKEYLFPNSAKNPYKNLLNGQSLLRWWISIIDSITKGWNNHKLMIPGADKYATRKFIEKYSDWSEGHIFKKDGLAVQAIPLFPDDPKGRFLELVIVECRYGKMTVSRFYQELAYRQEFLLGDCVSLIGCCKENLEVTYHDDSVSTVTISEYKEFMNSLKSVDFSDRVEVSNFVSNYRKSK
# Wnt act = activators of Wnt/beta-catenin signaling. Wnt/beta-catenin reporter cell assay, activator, plate reader. activation, % at 9.35 µM. actives 1.2% (n = 300,000). AID 743398; in the data active = activation above about 30%, passing the limit was not always enough;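 note: 0% = neutral control wells and 100% = positive control wells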
# PfHsp90 yeast 2 = inhibits growth of yeast expressing Plasmodium falciparum Hsp90 | S. cerevisiae expressing PfHsp90, BacTiter-Glo ATP, 48 h; yeast lacking PDR1 and PDR3 efflux regulators | inhibition, % at 9.4 µM | actives 0.32% (n = 310,000);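 active = every replicate shows inhibition above about 80%, whatever the replicate mean, limit read from the data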;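 note: 0% = DMSO neutral controls and 100% = 20 µM radicicol positive controls; yeast relying on Plasmodium falciparum Hsp90 in place of its own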
# phage Ecoli inh = E. coli growth loss with phage present. inhibition, % at 11.9 µM. growth absorbance. actives 0.26% (n = 360,000); in the data active = inhibition above about 11%
# AddAB inh = less growth of phage-infected E. coli with AddAB. E. coli expressing H. pylori AddAB, absorbance growth. inhibition, % at 11.9 µM. AID 435030. actives 0.29% (n = 330,000); in the data active = inhibition above about 12%;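 note: 0% = vehicle wells of infected cells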
# * hit, by the source's call; . = not tested or not shown; & = joins results of further samples; ! = not active in a repeat. The list is partial. The share of hits here may be higher or lower than overall.
mol	Ecoli viability	PvdQ acylase	DAGLB inh	phage Ecoli inh	Tat transport	AddAB inh	Wnt act	CAL PDZ inh	Rtt109 Vps75	PfHsp90 yeast 2
Cc1cccc(CN2CCCC(C(=O)c3ccc(C(F)(F)F)cc3)C2)n1 (stereo not given)	-3.5	0	0	0.7	4	-3.2	-5	-2.0	.	3
O=C(c1cc2cc(Cl)ccc2[nH]1)N1CCC2(CC1)OCCO2	1.8	8	-1	-0.3	1	2.1	-2	-3.7	2	-3
COc1cc(/C=C2\C(=O)NC(=O)N(c3ccccc3)C2=O)cc(OC)c1OC	-1.8	-9	0	1.9	-3	-1.7	.	-0.7	-34	-7
O=C(CCl)NCC1CCCO1 (stereo not given)	0.5	-9	3	3.8	-2	0.0	-1	-5.2	5	4
Cc1ccc(N2C(=O)NC(=O)/C(=C/c3cnn(-c4ccc(C)cc4)c3)C2=O)cc1	-2.1	-7	2	1.9	-3	3.5	.	-0.4	6	13
O=C(Cn1cc(C(=O)c2ccccc2F)c2ccccc21)NC1CC1	0.7	-12	-3	3.4	-6	-0.9	1	0.1	0	.
CC1=C(O)C(=O)C=C2C1=CC=C1C2(C)CCC2(C)C3CC(C)(C(=O)O)CCC3(C)CCC12C (stereo not given)	.	-2	18	0.4	3	.	1	-0.1	2	125*
CC(=O)c1ccc(-c2ccccc2)cc1	1.1	2	-3	2.8	-9	0.8	15	-1.9	5	-12
Cc1cccc(NC2=NCCCS2)c1	-1.9	.	.	2.5	.	1.1	-1	.	.	.
COC(=O)C1=C(c2ccc(Cl)c(C(F)(F)F)c2)C[C@@H]2CC[C@H]1N2C(=O)NCCOc1ccccc1	-2.5	-11	-5	.	4	-1.4	.	-0.1	4	-24
COc1ccc(N2C(=O)CC(=O)NC2=O)cc1	1.8	-5	0	0.3	2	1.1	3	0.3	1	-54
COC(=O)C1=C(c2cc3ccccc3o2)C[C@@H]2CC[C@H]1N2C(=O)NCCO	2.0	-2	1	3.3	8	1.4	-2	1.3	6	-7
CCCCn1c(C)c(C(=O)OCC)c2c(CN3CCOCC3)c(O)ccc21	-1.2	-12	-3	2.2	8	-1.5	-1	-2.9	0	20
Cn1c(O)c(C=Nc2ccc(F)cc2)c(=O)[nH]c1=O	-1.8	-5	0	2.6	11	-0.2	1	0.6	-2	-25
O=[N+]([O-])c1cccc(NP(=O)(Oc2ccccc2)Oc2ccccc2)c1	-2.8	-2	-5	1.2	10	-2.9	-1	-0.8	-9	-12
CCn1c(C(=O)N2CCC(C(=O)N3CCC4(CC3)OCCO4)CC2)cc2sccc21	1.2	-5	-1	-2.8	-8	-0.2	.	-0.1	1	7
Cc1cccc(N2C(=O)NC(=O)/C(=C\c3cnc(-c4ccccc4)nc3)C2=O)c1	-0.2	-9	6	0.6	0	2.2	-1	-0.5	-12	24
CCCOC(=O)COc1cc(C)cc2oc(=O)c3c(c12)CCC3	-3.7	-11	-3	0.3	-5	0.3	.	-5.1	0	-17
CN(C)c1ccc(C(=O)N/N=C/C23CC[C@@H](O)CC2(O)CC[C@@H]2[C@@H]3CCC3(C)C(C4=CC(=O)OC4)CCC23O)cc1 (stereo not given in full)	-1.3	3	1	0.9	0	-1.0	-22	-1.4	16	2
CCN1C[C@]2(OC(=O)c3ccccc3NC(C)=O)CCC(OC)C34C5C[C@H]6C(OC)[C@]5(O)[C@](O)(C[C@@H]6OC)C(C[C@@H]32)[C@H]14 (stereo not given in full)	1.4	-2	-1	1.2	5	0.8	-2	-1.5	0	-11
CCOC(=O)CNC(=O)CSP(=S)(OCC)OCC	-0.3	8	1	3.0	-22	1.5	-4	-0.5	9	-12
CC(=O)OC1CC(OC2C(O)CC(OC3C(O)CC(OC4CCC5(C)C(CCC6C5CC(O)C5(C)C(C7=CC(=O)OC7)CCC65O)C4)OC3C)OC2C)OC(C)C1OC1OC(CO)C(O)C(O)C1O (stereo not given)	.	-3	2	2.4	3	.	-22	-0.3	1	6
CCCCn1c(=O)c(C(=O)NCc2ccccc2Cl)c(O)c2ccccc21	-1.5	-6	0	0.7	0	1.3	-4	.	-22	-2
Nc1ccc2nonc2c1[N+](=O)[O-]	2.2	-10	-15	4.4	-5	1.4	0	0.7	-4	25
CN1CCCCC1c1ccc(-c2cccnc2)nc1 (stereo not given)	-1.8	7	-5	7.5	0	2.5	-1	0.4	3	10
Nc1c(Cl)cc([N+](=O)[O-])cc1Cl	-3.0	-19	-4	2.5	8	0.2	-1	-2.5	1	1
COP(=S)(OC)SCN1C(=O)c2ccccc2C1=O	0.9	4	-3	5.5	4	-0.2	-1	-0.2	19	-7
Cn1cnc([N+](=O)[O-])c1Sc1ccc([N+](=O)[O-])cc1	0.3	6	-3	1.4	-1	-1.1	0	-0.9	1	-5
Cc1cc(C(=O)O)c(C)n1C1CC1	0.0	7	0	-0.6	21	0.3	0	-1.0	-4	5
Nc1cc(N2CCNCC2)ccc1[N+](=O)[O-]	0.3	1	-3	2.9	-1	0.1	.	-1.7	2	13
COc1cccc(OC)c1C(=O)NC(=S)N1C[C@H]2C[C@H](C1)c1cccc(=O)n1C2	-0.5	2	-2	6.1	-3	2.4	-1	0.7	-6	12
O=C1NC(=O)N(c2cccc(Br)c2)C(=O)/C1=C/c1ccsc1	-1.2	7	3	2.3	1	-0.8	-6	-2.7	-6	-12
O=C1NC(=S)N(c2ccc(Br)cc2)C(=O)/C1=C/N1CCN(C(=O)c2ccco2)CC1	-0.4	3	6	1.5	-16	2.2	0	-1.3	11	-24
CCN1CCC(NCC2CCCCC2)CC1	-2.2	-13	-1	1.6	-6	0.2	-2	0.0	2	-25
COc1cc(CN2C(=O)NC(=O)C3(Cc4cc(C)ccc4N(C)C3)C2=O)cc(OC)c1 (stereo not given)	0.1	-3	4	2.2	-8	2.1	-1	-2.4	0	45
COP(=O)(OC)C(NS(=O)(=O)c1ccccc1)C(Cl)(Cl)Cl (stereo not given)	2.8	2	-1	0.5	-5	3.9	15	0.1	-12	-8
Cc1ccccc1NC(=O)NCCN1CC1	-0.1	-24	-1	0.1	6	0.2	-3	-0.6	0	-1
O=C(Nc1ccc(Cl)cc1)O/N=C(\c1ccccc1)c1ccccn1	-0.9	-8	1	1.7	-3	0.2	.	-0.2	-1	-3
COc1ccc(N2CCN(Cc3nc4ccccc4[nH]3)CC2)cc1	-1.4	-11	1	-0.1	7	2.2	0	0.6	-1	30
O=c1[nH]c(=O)n(C2CCCCC2)c(O)c1C=Nc1ccc(N2CCOCC2)cc1	-0.4	-12	-2	2.6	-4	2.6	-1	0.4	2	-7
O=P(NC1CCCCC1)(Oc1ccccc1)Oc1ccccc1	.	-5	-8	2.7	-3	.	-4	-0.7	7	6
O=C(c1ccccc1)C1CCCN(Cc2nc(-c3cnccn3)no2)C1 (stereo not given)	0.8	-14	-2	3.2	-2	-0.3	0	-1.5	4	-9
CCCCn1c(O)c(C=Nc2c(C)n(C)n(-c3ccccc3)c2=O)c(=O)[nH]c1=O	0.3	2	-2	3.4	-8	-1.4	.	-0.2	14	-9
CC(C)C(=O)Nc1ccc(N2CCN(C)CC2)c(F)c1	0.7	11	1	4.5	12	4.3	-3	-0.8	19	5
CC12CCC(=O)C=C1CCC1C2CCC2(C)C1CCC2(O)CC#N (stereo not given)	.	-8	3	4.2	3	.	-6	-0.7	0	-8
O=C1c2ccccc2C(=O)N1Cc1nc2ccccc2c(=O)n1-c1ccccn1	0.9	-12	-2	0.3	7	-0.2	.	-1.5	1	12
CCC1C2Cn3c(nc4ccccc43)C1N(C)O2 (stereo not given)	0.7	-9	-2	0.0	-5	1.1	20	-2.3	11	11
CCN1CCC2(CC1)NC(CO)(CO)CO2	1.6	-9	-1	1.2	-4	-2.6	.	-0.5	22	23
Clc1ccc(COC(Cn2ccnc2)c2ccc(Cl)cc2Cl)c(Cl)c1 (stereo not given)	0.2&-0.5	-9&-11	-2&-5	0.4&1.6	6&5	-2.5&-2.8	-6&-8	-0.6&-0.6	74*!	81*
CCN(CC)c1ccc(CNCCc2ccccc2F)cc1	4.4	-2	-1	2.6	2	1.9	-1	-1.4	39	1
CC(N)Cc1c[nH]c2ccc(OCc3cccs3)cc12 (stereo not given)	-0.9	-7	2	4.4	-9	-1.1	-1	0.4	0	-21
O=c1c(C=NCc2cccs2)c(O)n(C2CCCCC2)c(=O)n1C1CCCCC1	2.3	0	-5	0.3	11	-0.2	.	.	-5	-1
O=c1[nH]c(=O)n(C2CCCCCC2)c(O)c1C=NCc1cccnc1	-0.5	-14	1	-1.9	0	3.8	-1	-0.1	-1	-22
Cn1c(O)c(C=Nc2ccccc2)c(=O)n(C)c1=O	-0.5	5	-3	0.2	-3	1.9	5	-0.2	0	2
CCOc1cc(C=C2C(=O)NC(=O)NC2=O)cc([N+](=O)[O-])c1O	-1.1	.	.	4.1	.	1.4	-1	.	.	.
COc1ccc(CCNCc2ccsc2)cc1OC	1.4	-8	2	-0.4	4	2.8	1	0.4	-10	16
CCOC(=O)C1=C(C)OC(N)=C(C(=O)OC)C12C(=O)Nc1ccc(Br)cc12 (stereo not given)	-4.2	6	-3	1.7	-3	-1.6	-1	0.0	6	.
COC(=O)C1=C(c2ccc(-c3ccccc3)c(F)c2)C[C@@H]2CC[C@H]1N2C(=O)NCCOc1ccccc1	1.4	4	-8	1.5	-4	2.3	-6	-0.5	10	-10
CCc1ccc(-n2c(O)c(C(C)=O)c(=O)[nH]c2=O)cc1 (tested in a mixture with another compound)	-0.7	-13	-1	-3.2	-2	1.0	2	0.0	-8	-4
COC(=O)C1=C(c2ccc(Cl)c(C(F)(F)F)c2)C[C@@H]2CC[C@H]1N2C(=O)NC1CCCCC1	-2.2	-26	-7	4.4	0	0.3	-5	-1.7	2	10

# (cont.)
mol	Ecoli viability	PvdQ acylase	DAGLB inh	phage Ecoli inh	Tat transport	AddAB inh	Wnt act	CAL PDZ inh	Rtt109 Vps75	PfHsp90 yeast 2
COC(=O)C1=C(c2cc3ccccc3o2)C[C@@H]2CC[C@H]1N2C	0.2	-10	-3	2.6	-5	0.9	-1	-0.4	2	-36
CCc1ccc(NC(=O)CN2CC(c3ccccc3)CC2=O)cc1 (stereo not given)	-0.1	-3	-1	1.8	-6	2.9	12	-0.3	-8	11
Cn1c(O)c(C=NCCN2CCOCC2)c(=O)n(C)c1=S	0.8	-14	0	1.4	-6	2.8	0	-1.6	-2	24
O=C(c1ccccc1)C(Cc1ccccc1)N1CCOCC1 (stereo not given)	.	-8	0	0.8	-6	.	6	-0.3	5	-1
N#Cc1c(Cl)nc(Cl)c2c1CCN(Cc1ccccc1)C2	0.3	-4	-3	0.9	6	4.7	23	-0.3	-43	-37
O=C(C(=O)N1CCC2(CC1)OCCO2)c1c[nH]c2ccccc12	1.7	2	-4	4.0	5	0.4	.	-2.3	.	-2
O=P(Nc1ccccc1)(Nc1ccccc1)Oc1cccc(Cl)c1	2.7	-12	-9	3.7	12	0.0	.	-2.4	7	.
